Screening results: PubChem, National Center for Advancing Translational Sciences (NCATS)
ALOX12 inh: Primary qHTS assay for inhibitors of human arachidonate 12S-lipoxygenase (ALOX12): Round 2; Potency, µM (top dose mostly 108 µM), without a hit: at the highest dose activity change, negative = inhibition, hits mostly inhibitors; actives 1.1% (n = 580,000); Polyunsaturated fatty acid lipoxygenase ALOX12 (Homo sapiens), P18054; purified 12hLO, xylenol orange hydroperoxide absorbance; AID 1671190, 2021; active = well fitted inhibition curve with a large enough effect; inconclusive = small, poorly fitted or top-dose-only effect, or another doubt; inactive = no such curve, though single readings can be large or run the other way
Target sequence (P18054 whole entry, looked up): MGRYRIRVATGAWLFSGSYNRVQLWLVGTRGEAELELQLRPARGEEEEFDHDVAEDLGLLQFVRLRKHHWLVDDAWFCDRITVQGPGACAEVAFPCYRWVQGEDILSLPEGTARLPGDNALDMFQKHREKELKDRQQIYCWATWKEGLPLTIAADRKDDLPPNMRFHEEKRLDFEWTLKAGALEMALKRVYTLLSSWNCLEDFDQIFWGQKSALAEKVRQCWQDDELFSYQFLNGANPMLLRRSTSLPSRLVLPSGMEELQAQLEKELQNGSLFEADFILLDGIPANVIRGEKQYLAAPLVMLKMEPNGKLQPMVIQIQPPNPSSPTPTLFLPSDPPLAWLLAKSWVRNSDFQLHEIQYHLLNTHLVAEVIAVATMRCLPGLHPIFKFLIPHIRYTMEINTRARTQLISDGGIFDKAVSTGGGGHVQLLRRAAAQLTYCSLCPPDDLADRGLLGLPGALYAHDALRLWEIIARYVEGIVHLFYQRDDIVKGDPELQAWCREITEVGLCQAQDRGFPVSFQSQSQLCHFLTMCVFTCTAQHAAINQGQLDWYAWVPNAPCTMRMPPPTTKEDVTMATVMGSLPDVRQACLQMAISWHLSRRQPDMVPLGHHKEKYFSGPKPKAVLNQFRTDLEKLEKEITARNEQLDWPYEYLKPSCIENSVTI
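Purified human 12hLO at 150 nM in 25 mM Hepes, 0.01% Triton X-100, pH 7.0, preincubated 15 min at room temperature with compound. Reaction started with 40 uM arachidonic acid, 30 min at room temperature. Hydroperoxide measured by Fe-xylenol orange, 573/405 nm absorbance ratio.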
* = called active by the depositor; ? = inconclusive; & = joins results of further samples; [ ] = another dose, or the depositor's remark. % is set by controls: 0 for no effect and ±100 for the full control effect; potency is the fitted concentration of half-maximal effect.

compound	ALOX12 inh
Cc1cc(Br)ccc1NC(=O)c1nc2ccccc2nc1N1CCCCC1	1%
O=C(NC1CCCCC1)N1CCc2nn(CC3CC3)c(=O)n2CC1	12%
CCCCn1c(SCc2cc(=O)oc3c(C)c(C)ccc23)n[nH]c1=O	-11%
Cc1cccc(S(=O)(=O)N2CCCC(Cn3c(C)nc4cccnc43)C2)c1 (centres undefined)	40%[activator]
COC(=O)[C@@H]1Cc2ncn(Cc3ccc(OC)cc3)c2CN1S(=O)(=O)c1cccc2cccnc12	36%[activator]
O=C(C1CC=CCC1)N1CCC(C2CCNC2)CC1 (centres undefined)	45%[activator]
COc1ccc(OC)c(-n2cnc3cc(C(=O)NC4CC4)ccc3c2=O)c1	4%
Cc1noc(-c2ccc3c(c2)OCO3)c1C(=O)NC(C)CCc1ccccc1 (centres undefined)	3%
CN1C(=O)CC(C(=O)O)C12CCN(Cc1cnc(CC3CCCC3)[nH]1)CC2 (centres undefined)	16%
COc1ccc2nc(Nc3ncc4c(n3)CC(C)CC4=O)nc(C)c2c1 (centres undefined)	-31%

The listing continues.
compound	ALOX12 inh
CN(C[C@@H]1COCCO1)S(=O)(=O)Nc1ccc2ccc3ncc(-c4cnn(C)c4)cc3c(=O)c2c1	-15%[57.4 µM]
COP(=O)(OC)c1nc(-c2ccc(C)cc2)oc1NCc1ccco1	?
COc1ccc([C@H]2C[C@@H](O)[C@@H](O)[C@@H]2NS(=O)(=O)c2cccc(C#N)c2)cc1	-16%[176 µM]
CC1=C[C@@H](CN2CCC(O)CC2)[C@H](C(C)C)C[C@H]1Cc1nnc(C)o1	-4%[176 µM]
Cc1nn2c(c1-c1ccccc1-c1ccccc1)N(C(=O)C1CCOCC1)CCC2	3%[176 µM]
Cc1nc(CC(=O)N2CCC(Cc3nnc(CO)n3C)CC2)cs1	12%
COCCNC(=O)c1nc2sccn2c1Br	40%[176 µM]
CC(C)NC(=O)CCNC(=O)N1CCN(C(=O)c2cc3ccccc3[nH]2)CC1	21%
COc1ccc(-c2nc(C(=O)N3CCN(Cc4cccc(Cl)c4)CC3)cs2)cc1OC	3%
O=C(CC1CCN(C(=O)CCC2CCCCC2)C1)NCc1ccccc1 (centres undefined)	28%

Later entries
compound	ALOX12 inh
CCN1CCN(C(=O)c2cnc3cc(C)nn3c2)CC1	1%[176 µM]
CC(NC(=O)CSc1nncn1-c1ccccc1)c1cccc2ccccc12 (centres undefined)	-1%
Cc1ccc(CNC(=O)Cc2csc(-c3ccccn3)n2)cc1F	-20%
O=C1N2CCCC2CN1C1CCN(Cc2cccc(F)c2)CC1 (centres undefined)	?
CC(=O)Nc1ccc2nc(-c3ccccc3)oc2c1	8%
COc1ccc(NC(=O)CN2C(=O)NC(c3ccccc3Cl)C3=C2COC3=O)c(OC)c1 (centres undefined)	2%
O=c1cc(-c2ccccn2)oc2c(-c3ccc(CO)cc3)nccc12	?
N#Cc1ccc(S(=O)(=O)N2CCC(Cc3nc(-c4cccnc4)n[nH]3)C2)cc1 (centres undefined)	15%
O=S(=O)(c1ccccc1)N1CCC(N(Cc2cccnc2)C2CCOCC2)CC1	44%[activator]
CCc1nc(-c2ccc(OC3CCN(C(=O)c4sc(C)nc4C)C3)cc2)no1 (centres undefined)	43%[activator]

Further structures follow:
compound	ALOX12 inh
CCOc1cc2ncc(C#N)c(Nc3ccc(F)c(Cl)c3)c2cc1NC(=O)C=CCN(C)C	?
CNCCN1C(=O)CC[C@H]2CN(C(=O)c3ccc(C(C)C)[nH]c3=O)CC[C@H]21	59%[activator]
Cc1c(C)c(C)c(S(=O)(=O)Nc2ccc(F)c(C(=O)O)c2)c(C)c1C	?
O=C(c1cn(C/C=C/c2ccccc2)nn1)N1CCCN(C2CCCCC2)CC1	13%
O=C(Cc1ccc(Br)cc1)Nc1cccc2ncccc12	?
O=c1c2ccccc2c(-c2cccs2)nn1CC(O)COCc1cccs1 (centres undefined)	49%[activator]
Cc1csc(Sc2ccc(Cl)cc2)n1	?
COc1ccc(Cl)cc1C(=O)N1CCC(COc2ccc3c(cnn3CCC(=O)O)c2)CC1	3%
Cc1ccc(C(=O)N2O[C@]34C=C[C@]25C[C@@H](O)CC[C@]5(C)C3CC[C@]2(C)[C@@H]([C@H](C)/C=C/[C@H](C)C(C)C)CC[C@H]24)cc1 (some centres undefined)	-7%
COC[C@@H]1[C@H](NC(=O)C2CCN(C(=O)c3ccncc3)CC2)[C@@H]2CCO[C@H]12	10%

Continued:
compound	ALOX12 inh
COc1cncc(Nc2ncc(-c3cccnc3)c3c2OCC3)c1	42%[activator][176 µM]
CC(C)C(NC(=O)c1ccccn1)c1nnc2n1CCN(Cc1ccc3ccccc3c1)CC2 (centres undefined)	18%
O=C(COc1ccc(Cl)c(Cl)c1)Nc1ccc2[nH]ncc2c1	-41%
CN(C(=O)c1cc(=O)[nH]c2ccccc12)c1ccccc1	-13%
O=C(Cc1cnc[nH]c1=O)N1CCC2(CC1)[C@H](O)C[C@@H]2OCCO	?
O=C(COc1ccc(F)cc1)N1CCC(CCOc2ccccc2F)C1 (centres undefined)	?
CC(C)(C)c1cc(NC(=O)CS(=O)(=O)c2ccc(F)cc2)on1	-18%
CNC(=O)[C@@H]1CN(C(=O)c2cc3cc(OC)ccc3[nH]2)C[C@H]1CO	8%
CCOC(=O)c1cnc(Nc2ccc(F)cc2)c2ccccc12	-17%
COc1ccc(-c2noc(Nc3ccc4c(c3)OCO4)n2)cc1	?

Additional compounds follow:
compound	ALOX12 inh
O=C(NCc1ccccc1)c1cccc2cccnc12	40%[activator]
CC1(C)Cc2c(c(N3CCOCC3)nc3sc4c(NCCc5ccccc5)nnnc4c23)CO1	15%
FC(F)(F)c1ccc(C(c2ccccc2)N2CCNCC2)cc1 (centres undefined)	?
COc1cc(-c2noc(C3CCCN(S(=O)(=O)c4cccs4)C3)n2)ccc1OC(C)C (centres undefined)	-4%
CSc1nnnn1-c1ccc(C(=O)Nc2ccccc2F)cc1	0%
O=C(CSc1nc2ccccc2c(=O)[nH]1)Nc1cccc(Br)c1	-9%
COc1ccc(-c2cc(C(=O)NCCCOC(C)C)c3cc(Br)ccc3n2)cc1	?
O=C(Nc1cccc(S(=O)(=O)N2CCCC2)c1)c1n[nH]c2ccccc12	17%
COc1cc(F)ccc1-c1ccc2ncn(C3CC3)c(=O)c2n1	1%[176 µM]
CCn1c(Cn2ccnc2)nnc1C1CCN(Cc2ccc(F)c(F)c2)CC1	68%[activator]

(listing goes on)
compound	ALOX12 inh
CCN(CC)C(=O)c1cc(-c2ccncc2)nc2ccccc12	-20%
COCc1noc(CC2CCOC3(CCN(C(=O)c4ccc5[nH]ccc5c4)CC3)C2)n1 (centres undefined)	1%
COCCNC(=O)[C@@H](C)C1CC[C@@]2(C)CC[C@H](NC(=O)COc3ccccc3)[C@@H](C)[C@@H]2[C@H]1O (some centres undefined)	?
O=C1COCCN1c1cc(-c2cccc(F)c2)cn2cncc12	15%[176 µM]
CC1CCC(COC(=O)C[N+]2(C)CCCCC2)C(C)C1 (centres undefined)	22µM*
CC(=O)Oc1cccc(C(=O)Nc2cc(Cl)ccc2O)c1	-14%
Cc1ccc(C2=NC3(CCN(C(=O)Cc4ccccc4Cl)CC3)ON2)cc1	23%
O=C1/C(=C/c2ccc(OC(F)F)cc2)CCc2ccccc21	-55%
O=C(CSc1nc2ccc(Cl)cc2[nH]1)N1N=C(c2cccs2)CC1c1ccco1 (centres undefined)	18µM*
Cc1ccc(N(Cc2nnc(-c3ccc(Cl)cc3)o2)S(=O)(=O)c2ccc3c(c2)OCCO3)cc1	-1%

Additional results:
compound	ALOX12 inh
N[C@@H]1CCN(C(=O)c2ccccc2OC(F)(F)C(F)F)C[C@H]1O	8%
C#CCNC(=O)c1cc(-c2ccc([S+](C)(=O)[O-])cc2)c2cccn2n1	0%[6.33 µM]
O=C(N[C@H]1C[C@@H](CO)N(CC2CCCCC2)C1)c1cccnc1	?
CON(C)C(=O)c1cc(-c2cc(C)oc2C)nc2onc(C)c12	-41%
COc1ccc(C(=O)N[C@H]2C[C@@H](c3nc(-c4ccncc4)no3)N(C)C2)cc1	26%[176 µM]
COc1cccc(C(=O)N[C@@H]2CN(c3ncccn3)C[C@H]2CN(C)C)c1C	56%[activator]
COc1cccc(NC(=O)CSc2nc3ccccc3c(=O)n2-c2ncn[nH]2)c1	12%
Cc1c(Cl)cccc1S(=O)(=O)Nc1ccc2sc(NC(=O)c3ccccc3)nc2c1	?
Cc1c(-c2cccc(Cl)c2)nn2c1NC(=O)CC2C(=O)Nc1ccc2c(c1)OCO2 (centres undefined)	-8%
O=C(N[C@@H]1CNCCC[C@H]1O)c1ccc(OCCN2CCOCC2)cc1	?

Later entries:
compound	ALOX12 inh
NCc1cc(Br)ccc1OC(F)F	-17%
Cc1ncc2n1C(=O)N(C1CCN(Cc3ccccc3F)CC1)C2	0%&-5%[176 µM]
COCCNC(=O)[C@@H]1Cc2cn(Cc3ccccn3)c3cccc(c23)[C@H](CC(C)C)N1	41%[activator][176 µM]
O=S(=O)(Nc1cccc2c1CCCC2)c1cc(F)ccc1F	-1%
Cc1ccc(OCCN(C)C(C)c2nc3ccccc3c(=O)[nH]2)cc1 (centres undefined)	-2%
COc1ccccc1C(=O)N1CCn2c(nn(-c3ccc(Cl)cc3)c2=O)C1	13%[6.33 µM]
O=C(NCCC1CCN(C(=O)Nc2ccccc2F)CC1)c1cccc(F)c1	43%[activator]
COc1cc(NC(=O)Nc2cc(-c3nc4cc(C)ccc4o3)ccc2OC)cc(OC)c1	?
COc1ccc(C)cc1NC(=O)C(C)Oc1ccc(C#N)cc1OC (centres undefined)	-38%
Cc1ccc(NC(=O)CSc2ccccc2C(=O)Nc2ccc3c(c2)OCCCO3)cc1	10µM*

Additional results.
compound	ALOX12 inh
Cc1ccc2c(C)c(CCC(=O)Nc3ccc(F)cc3Cl)c(=O)oc2c1	12%
CC(OC(=O)Cn1cnc2c1c(=O)n(C)c(=O)n2C)C(=O)Nc1ccc(F)c(F)c1F (centres undefined)	4%
O=[S+]([O-])(c1ccccc1)N1CC2(COCCN(Cc3ccncc3)C2)C1	-10%[176 µM]
CCCCOC(=O)/C(C#N)=C/c1ccc(-c2ccccc2)o1	-12%
COC(=O)Cn1c(=O)c2c(nc(-n3nc(C)cc3C)n2CC(C)C)n(C)c1=O	13%
Cc1ccc(S(=O)(=O)N2CCN(C3CCN(Cc4ccccn4)C3=O)CC2)cc1F (centres undefined)	?
O=C(N[C@H]1CO[C@H]2[C@@H]1OC[C@@H]2Nc1nccc(-c2cccs2)n1)c1ccc(C(F)(F)F)cc1	14%
Cc1cn(CC(=O)N2CC[C@@](C)(O)[C@@H](Cc3ccccc3)C2)c(=O)[nH]c1=O	48%[activator]
COc1cccc(N2C(=O)OCC23CCN(Cc2cccc(F)c2)C3)c1 (centres undefined)	-27%[176 µM]
CNC(=O)N1CCC(C2CCN(C(=O)Cc3ccccc3)C2)CC1 (centres undefined)	14%

(listing goes on)
compound	ALOX12 inh
CC1C(=O)CCN(CCO)C1C (centres undefined)	?
O=C(c1cc2ccccc2oc1=O)N1Cc2ccccc2C(c2ccccc2)C1 (centres undefined)	23%
CCOc1ccc2c(c1)S/C(=C\c1cccc(Oc3ccc(Cl)cc3)c1)C(=O)N2	-3%
Cc1ccc(NC(=O)CSc2nc3nc(N4CCCCC4)sc3c(=O)n2C)cc1	?
CCCCCn1nc(C(=O)Nc2cc(S(=O)(=O)N(C)C)ccc2OC)c2ccccc2c1=O	0%
CC1(C)[C@H](Cc2cc(CN3CCOCC3)on2)C[C@@H]1NC(=O)Nc1ccc(F)cc1	47%[activator][176 µM]
COC(=O)c1ccccc1NC(=O)N1CCN(Cc2nc(-c3ccc(C)cc3)oc2C)CC1	-2%
CCC(Sc1nc2nccnc2c(=O)n1Cc1ccc(OC)cc1)C(=O)NCc1ccc(C)cc1 (centres undefined)	-28%
O=C1NC(Cc2ccccc2)c2nc3cc(F)ccc3c(=O)n2-c2ccccc21 (centres undefined)	-3%
NNc1ccccc1Br	8.9µM*

Among those listed so far, these contain bromine.
compound	ALOX12 inh
Cc1cc(Br)ccc1NC(=O)c1nc2ccccc2nc1N1CCCCC1	1%
COCCNC(=O)c1nc2sccn2c1Br	40%[176 µM]
O=C(Cc1ccc(Br)cc1)Nc1cccc2ncccc12	?
O=C(CSc1nc2ccccc2c(=O)[nH]1)Nc1cccc(Br)c1	-9%
COc1ccc(-c2cc(C(=O)NCCCOC(C)C)c3cc(Br)ccc3n2)cc1	?
NCc1cc(Br)ccc1OC(F)F	-17%
NNc1ccccc1Br	8.9µM*

More results follow:
compound	ALOX12 inh
COc1ccc2c(c1OC)C(=O)OC2Nc1nc(-c2ccc(Br)cc2)cs1 (centres undefined)	?
FC(F)(F)c1cc(-c2ccccc2)nc(N2CCN(Cc3ccccc3)CC2)n1	3%
COc1nccnc1NC1CCN(C(=O)c2ccccc2C)CC1	34%[activator]
N#C/C(=C/c1ccc(-c2ccc(F)cc2)o1)c1nc2ccccc2[nH]1	?
N#Cc1ccc(CN2CCCC2=O)cc1	30%[activator]
COCCn1c(SCC(=O)Nc2cc(Cl)ccc2OC)nnc1-c1cccc(C)c1	-26%
NC(=O)NCCC(=O)N1CCc2onc(C(c3ccccc3)c3ccccc3)c2C1	25%

An excerpt; rates above refer to the full screens.
